DAX1 inh-1: inhibitors of DAX1 repression of SF-1 activated StAR promoter | HEK293T StAR-luciferase reporter, SF-1/DAX-1 repression relief | inhibition, % at 6.8 µM | 1.1% of 370,000 active | AID 652010;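 active means inhibition above the mean over all tested compounds plus 3 SD, cut at about 3.6% in these data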;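 further: 0% = DAX-1 cells with DMSO and 100% = cells lacking DAX-1 with DMSO; higher inhibition means more luminescence from relief of DAX-1 repression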
PLCb3 inh: inhibitors of human phospholipase C beta3; Q01970; inhibition, % at 12.2 µM; Purified PLC-beta3, fluorogenic substrate, fluorescence; AID 720704; 0.18% of 370,000 active; in the data active means inhibition above about 11%;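 further: 0% = median of compound wells on plate and 100% = full blocker control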
ADAM10 inh: inhibitors of human ADAM10; O14672; recombinant ADAM10, EDANS/DABCYL FRET peptide cleavage, 3 h; inhibition, % at 7 µM; 0.62% of 370,000 active; AID 720582;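 active means inhibition above a per-campaign cutoff equal to the mean of compounds falling between control-based bounds plus 3 SD, cut at about 20% in these data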;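 further: 0% = DMSO wells while the 100% control is not disclosed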
HGIII-sPLA2 inh: Inhibits HGIII-sPLA2 liposome hydrolysis, primary screen; Q9NZ20; QFRET BODIPY PC-A2 liposome hydrolysis, fluorescence; inhibition, % at 12.2 µM; 0.56% of 370,000 active; AID 743126;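 active means inhibition above mean plus 3 SD of compounds lying within the high and low control bounds, cut at about 19% in these data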;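 further: 0% = median of test compound wells and 100% = no enzyme DMSO wells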
Target sequence (Q9NZ20 whole entry, looked up): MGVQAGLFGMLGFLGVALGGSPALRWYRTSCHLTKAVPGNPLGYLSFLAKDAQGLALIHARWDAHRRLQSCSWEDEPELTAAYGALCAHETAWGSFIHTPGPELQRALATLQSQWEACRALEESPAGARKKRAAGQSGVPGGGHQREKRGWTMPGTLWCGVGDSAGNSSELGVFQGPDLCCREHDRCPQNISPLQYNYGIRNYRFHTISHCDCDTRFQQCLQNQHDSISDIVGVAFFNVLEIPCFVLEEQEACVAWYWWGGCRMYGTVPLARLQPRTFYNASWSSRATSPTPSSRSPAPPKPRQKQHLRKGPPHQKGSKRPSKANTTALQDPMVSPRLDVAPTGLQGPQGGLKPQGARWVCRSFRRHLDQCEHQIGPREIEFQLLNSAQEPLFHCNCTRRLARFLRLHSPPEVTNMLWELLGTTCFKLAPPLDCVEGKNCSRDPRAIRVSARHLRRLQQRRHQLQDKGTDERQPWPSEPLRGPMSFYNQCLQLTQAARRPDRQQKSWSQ
hcDAF-12 act: H. contortus DAF-12 activation, primary screen; HEK293 hcDAF-12 lit1-tk-luc reporter, luminescence; 0% DMSO, 100% Δ7-dafachronic acid; activation, % at 6.8 µM; 1.4% of 370,000 active; AID 652067;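 active means activation above the mean of all tested compounds plus 3 SD, cut at about 5.5% in these data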;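 further: 100% = response to 3 µM Δ7-dafachronic acid high control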
DAX1 inh-2: NR0B1 (DAX1) inhibition | AID 504766 | P51843 | inhibition, % at 6.75 µM | 0.99% of 340,000 active | HEK293 Gal4-DAX1 luciferase reporter, luminescence;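 active means inhibition above the mean over all tested compounds plus 3 SD, cut at about 4.2% in these data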;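 further: 0% = DAX1-transfected cells with DMSO and 100% = empty-vector control cells with DMSO; inhibition shows as a rise in luminescence from relieved DAX1 repression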
Target sequence (P51843 207-470 limits assumed): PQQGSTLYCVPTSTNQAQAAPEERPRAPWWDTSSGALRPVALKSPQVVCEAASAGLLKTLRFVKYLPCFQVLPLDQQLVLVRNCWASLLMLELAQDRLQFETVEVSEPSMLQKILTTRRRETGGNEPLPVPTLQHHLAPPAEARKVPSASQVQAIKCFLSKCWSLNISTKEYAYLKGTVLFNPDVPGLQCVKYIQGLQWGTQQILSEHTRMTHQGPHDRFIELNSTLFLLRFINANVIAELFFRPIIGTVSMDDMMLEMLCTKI
hgDAF12 agonist: activates the H. glycines DAF-12 receptor ligand-binding domain. HEK293 GAL4-hgDAF12 UAS-luciferase reporter, agonist luminescence; normalized to butyrate control. activation, % at 6.8 µM. 1.8% of 370,000 active. AID 687014;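 active means activation above a cutoff set at the mean of all screened compounds plus 3 SD, cut at about 10% in these data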;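 further: 0% = DMSO wells and 100% = sodium butyrate wells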
PLC-gamma1 inh: inhibitors of human phospholipase C gamma1; P19174; purified PLC-gamma1, fluorogenic substrate, fluorescence; inhibition, % at 12.2 µM; 0.84% of 370,000 active; AID 720700; in the data active means inhibition above about 9.5%
ssDAF-12 act: S. stercoralis DAF-12 activation, primary screen; 1% of 370,000 active; HEK293 ssDAF-12/GRIP1 lit1-tk-luc reporter, luminescence; % of 3 µM dafachronic acid response; activation, % at 6.8 µM;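 active means activation above the mean over all tested compounds plus 3 SD, cut at about 0.9% in these data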;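 further: 0% = DMSO-only wells and 100% = 3 µM delta7-dafachronic acid wells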
FXN GAA850 act: frataxin GAA850 promoter activation; activation, % at 6 µM; AID 540364; HEK293 lucGAA850 FXN promoter luciferase reporter, 24 h; percent of 10 µM SAHA response; 0.56% of 360,000 active;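 active means activation above the average of all compounds screened plus 3 SD, cutoff fixed separately per campaign, cut at about 7.5% in these data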;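 further: 0% = DMSO wells and 100% = 10 µM SAHA wells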
ADAM17 inh: ADAM17 inhibition, QFRET primary screen. AID 720648. inhibition, % at 6.95 µM. 0.83% of 370,000 active. P78536. recombinant ADAM17, EDANS/DABCYL FRET peptide cleavage;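 active means inhibition above the mean of compounds lying between control limits plus 3 SD, set per campaign, cut at about 8.5% in these data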;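 further: 0% = DMSO-only wells as the low control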
Active calls of the source: *; . = no result given.

SMILES | DAX1 inh-1 | PLCb3 inh | ADAM10 inh | HGIII-sPLA2 inh | hcDAF-12 act | DAX1 inh-2 | hgDAF12 agonist | PLC-gamma1 inh | ssDAF-12 act | FXN GAA850 act | ADAM17 inh
Cc1ccc(S(=O)(=O)N2CCCCC2)cc1C(=O)N1C(C)CCCC1C (stereo not given) | 0.6 | -1 | -18 | 14 | -1.8 | 0.4 | -3.5 | 0 | -1.0 | 0.3 | -21
Cc1c(NC(=O)CSc2ncnc3ccccc23)c(=O)n(-c2ccccc2)n1C | 0.2 | -7 | -13 | 14 | 3.2 | 0.8 | -2.6 | 0 | -1.3 | 1.5 | -1
Cc1csc2nc(O)c(C(=O)NCCCN3CCCC3=O)c(=O)n12 | 0.6 | 4 | 2 | 4 | 0.1 | 1.1 | 1.5 | 9.7* | -0.9 | -0.2 | 3
Cn1c(=O)n(C)c2cc(N3CCOCC3)c(NC(=O)c3ccc(F)cc3)cc21 | -1.2 | -7 | -5 | 3 | -2.5 | 0.4 | 0.7 | 2 | -0.9 | 3.7 | 3
COc1ccc(NCC(=O)NN=C2CCS(=O)(=O)c3ccc(F)cc32)cc1 | 0.0 | -3 | -5 | -6 | -0.2 | . | 1.2 | 1 | -1.1 | 1.6 | -5
COc1ccc([N+](=O)[O-])cc1N(CC(O)CN1CCCCC1)S(=O)(=O)c1ccccc1 (stereo not given) | 0.1 | 1 | -4 | 0 | -1.3 | -0.6 | -3.6 | 0 | -0.1 | 1.5 | -3
Cc1nnc2ccc(-c3ccc(NS(=O)(=O)c4ccccc4[N+](=O)[O-])cc3)nn12 | 1.8 | -19 | 4 | -5 | -2.4 | 1.5 | -2.9 | -11 | 0.1 | 3.9 | 8
Cn1nnc(C(O)CN2CCOCC2)n1 (stereo not given) | -0.4 | 0 | -4 | 3 | -1.0 | -0.8 | -0.8 | 0 | -1.4 | 0.9 | -2
COc1cccc(C(=O)Nc2ccc(NC(=O)C3C4C=CC(C4)C3C(=O)O)cc2)c1 (stereo not given) | 2.6 | -2 | 5 | 3 | 12* | 0.3 | 11* | 2 | 1.0* | 4.5 | 1
CCc1c(C)sc(NC(=O)c2ccccc2[N+](=O)[O-])c1C(N)=O | -0.4 | 2 | -4 | -1 | 2.5 | -0.9 | 3.2 | -2 | -1.1 | 0.3 | -3
O=C(C1=C(O)C(=O)N(CCN2CCOCC2)C1c1cccc(F)c1)c1cc2ccccc2o1 (stereo not given) | -0.3 | -36 | -5 | -3 | 8.3* | -0.2 | 1.1 | -16 | 0.4 | 0.4 | -2
Cc1ccc(C)c(C(=O)CCC(=O)Nc2cccnc2)c1 | 1.0 | 2 | 2 | -8 | -1.6 | 0.9 | 0.2 | 0 | -1.6 | -1.8 | -3
Brc1ccccc1-c1csnn1 | -0.1 | 3 | -4 | -1 | -1.7 | 2.7 | -0.4 | 4 | -1.8 | -0.3 | -3
COc1ccc(C(=O)c2[nH]c(N)c(C(=O)NCCc3c[nH]c4ccccc34)c2-c2ccc(OC)c(OC)c2)cc1 | -2.7 | -12 | 0 | -22 | -2.0 | . | -4.9 | -6 | -1.4 | . | 3
Cn1c(SCC(=O)N2CCc3ccccc3C2)nnc1-c1ccncc1 | 0.8 | -6 | -3 | -1 | 0.2 | 0.0 | -3.0 | -6 | -1.4 | -2.1 | -2

Given with two lines to a compound: entries from further up
Each structure is followed by: DAX1 inh-1	PLCb3 inh	ADAM10 inh	HGIII-sPLA2 inh	hcDAF-12 act	DAX1 inh-2	hgDAF12 agonist	PLC-gamma1 inh	ssDAF-12 act	FXN GAA850 act	ADAM17 inh
Cc1ccc(S(=O)(=O)N2CCCCC2)cc1C(=O)N1C(C)CCCC1C (stereo not given)
  0.6	-1	-18	14	-1.8	0.4	-3.5	0	-1.0	0.3	-21
Cc1c(NC(=O)CSc2ncnc3ccccc23)c(=O)n(-c2ccccc2)n1C
  0.2	-7	-13	14	3.2	0.8	-2.6	0	-1.3	1.5	-1
Cc1csc2nc(O)c(C(=O)NCCCN3CCCC3=O)c(=O)n12
  0.6	4	2	4	0.1	1.1	1.5	9.7*	-0.9	-0.2	3
Cn1c(=O)n(C)c2cc(N3CCOCC3)c(NC(=O)c3ccc(F)cc3)cc21
  -1.2	-7	-5	3	-2.5	0.4	0.7	2	-0.9	3.7	3
COc1ccc(NCC(=O)NN=C2CCS(=O)(=O)c3ccc(F)cc32)cc1
  0.0	-3	-5	-6	-0.2	.	1.2	1	-1.1	1.6	-5
COc1ccc([N+](=O)[O-])cc1N(CC(O)CN1CCCCC1)S(=O)(=O)c1ccccc1 (stereo not given)
  0.1	1	-4	0	-1.3	-0.6	-3.6	0	-0.1	1.5	-3
Cc1nnc2ccc(-c3ccc(NS(=O)(=O)c4ccccc4[N+](=O)[O-])cc3)nn12
  1.8	-19	4	-5	-2.4	1.5	-2.9	-11	0.1	3.9	8
Cn1nnc(C(O)CN2CCOCC2)n1 (stereo not given)
  -0.4	0	-4	3	-1.0	-0.8	-0.8	0	-1.4	0.9	-2

The results go on.
SMILES | DAX1 inh-1 | PLCb3 inh | ADAM10 inh | HGIII-sPLA2 inh | hcDAF-12 act | DAX1 inh-2 | hgDAF12 agonist | PLC-gamma1 inh | ssDAF-12 act | FXN GAA850 act | ADAM17 inh
O=C1C=C(NCc2ccc(Cl)cc2Cl)C2(CCCCC2)O1 | -1.5 | 1 | 6 | -6 | -2.2 | 0.6 | -2.7 | 6 | -1.8 | -1.7 | 2
Cc1cc(C)c(NC(=O)CS(=O)CC(=O)NCCCc2ccccc2)c(C)c1 (stereo not given) | 0.0 | 2 | -7 | -4 | -1.6 | -0.3 | -1.4 | 4 | -0.3 | 1.0 | 2
O=C(NNC1=NCCC1)c1cccc(S(=O)(=O)N2CCCC2)c1 | -0.2 | 8 | 10 | -2 | -2.1 | -0.6 | 0.1 | 6 | -0.7 | -0.2 | 0
CCCCCc1nnc(NC(=O)CN2C(=O)C3CCCCC3C2=O)s1 (stereo not given) | -0.2 | -8 | 1 | -6 | -1.0 | 0.5 | 4.2 | 0 | -1.1 | 2.1 | -5
Cc1cccc2cc(CN(CCCN3CCOCC3)Cc3nnnn3C(C)(C)C)c(=O)[nH]c12 | -0.3 | -23 | -9 | -1 | 0.2 | -0.7 | 1.9 | -13 | -1.6 | 2.3 | -8
CN(C)CCNC(=O)Cn1nc(-c2ccc(Cl)cc2)ccc1=O | -0.1 | 3 | -7 | 2 | -1.0 | 0.5 | 2.0 | 2 | -1.2 | -1.0 | -3
Brc1cc2c(cc1C1Nc3ccccc3C3C=CCC31)OCO2 (stereo not given) | -0.9 | 2 | 5 | 5 | -0.7 | -1.2 | -1.8 | 1 | -0.4 | 1.6 | 0
Cc1ccccc1-c1ccc2c(c1)[C@@H]1C[C@H](N(C)CC3CCCCC3)[C@H]([C@H](C)O)CN1CC2 | -0.1 | -106 | -77 | 7 | 0.3 | . | 3.6 | -84 | -0.5 | . | -19
COC(=O)N1C[C@H](Oc2cccc3ccccc23)[C@H]2C[C@@H]1c1ccccc1O2 | -1.1 | 4 | 1 | -10 | -3.6 | . | -2.2 | 1 | -1.2 | . | 1
COc1cc(/C=C2\SC(=Nc3ccc(Cl)c(C(=O)O)c3)NC2=O)c(Br)c(Br)c1O | -0.6 | -192 | -3 | -12 | 0.3 | 2.9 | 1.0 | -204 | -1.7 | 2.6 | -4
O=C(N1CCC(O)(c2cccnc2)CC1)C12CC3CC(CC(C3)C1)C2 | 0.2 | 0 | 8 | 1 | -2.6 | -0.5 | -0.5 | -1 | -1.4 | 2.1 | -3
C#CCn1c(=NC(=O)c2ccccc2[N+](=O)[O-])sc2cc(S(C)(=O)=O)ccc21 | -0.9 | -45 | -1 | 1 | 3.9 | -0.7 | -3.0 | -2 | -1.6 | 3.1 | -2
O=S(=O)(N/N=C\c1ccc2c(c1)OCO2)c1ccc(F)cc1 | -0.2 | 2 | -3 | -4 | 1.7 | 0.5 | -2.8 | 3 | -0.1 | 0.5 | 1
Cc1cccc(NC(=O)C2CCCN(C(=O)NCc3ccccc3)C2)c1C (stereo not given) | -0.3 | -5 | 5 | 4 | 0.9 | 0.3 | 0.7 | 0 | -0.6 | -2.7 | -3
CCCn1c(=O)c2[nH]cnc2n(-c2ccccc2C)c1=O | -0.4 | 1 | 4 | 2 | -0.9 | 3.1 | -1.1 | 1 | -2.3 | 3.0 | -5
Fc1ccc2nc3n(c2c1F)CCCCCC3 | 0.1 | 2 | 0 | 3 | 0.6 | -0.9 | 2.9 | 0 | -1.7 | -1.0 | 0
CCOC(=O)C(C(=O)N(C)Cc1ccccc1)C1CCCCC1 (stereo not given) | -0.1 | -4 | -2 | 0 | -0.7 | 2.1 | 1.0 | 1 | -1.2 | 0.1 | -4
CC(C)NC(=O)C(=O)NC1CCCCCC1 | 0.3 | 2 | 3 | 3 | 0.0 | 0.0 | 1.2 | 2 | -0.8 | 3.7 | -1
CC(C)NC(=O)C1(C)CN(S(C)(=O)=O)CC(=O)N1CCOc1ccccc1 (stereo not given) | -0.5 | 2 | -3 | 1 | 1.2 | . | 0.2 | 3 | -1.5 | . | 4
CCOP1(=O)C=C(C(C)(C)C)OC1c1ccc(F)cc1 (stereo not given) | 0.3 | 4 | 0 | 3 | -0.7 | 0.2 | -2.6 | -2 | -1.4 | 2.7 | -9
NC(=O)C1(N2CCCCC2)CCN(Cc2ccccc2Cl)CC1 | 0.6 | 11* | -1 | 10 | -0.7 | 2.8 | -0.8 | 8 | -2.0 | -0.1 | 3
Cc1ccc(NC(NC(=O)c2ccccn2)C(Cl)(Cl)Cl)cc1 (stereo not given) | -0.6 | 2 | 3 | -5 | -1.1 | -0.5 | -0.5 | 4 | -1.7 | 0.9 | 0
NS(=O)(=O)c1ccc(NC(=O)c2c(Cl)cccc2Cl)cc1 | 0.7 | 0 | -6 | 0 | -0.5 | 0.1 | -1.5 | 0 | -0.8 | -0.1 | -2
Cc1ccc(C)c(NC(=O)CSc2nc3[nH]ncc3c(=O)[nH]2)c1 | -1.6 | -2 | 2 | 1 | 1.9 | -0.4 | 8.4 | -1 | -0.2 | -2.3 | 2
CN1CCO/C1=C(\C(Cl)=C(Cl)Cl)[N+](=O)[O-] | 0.5 | 2 | -1 | -1 | -0.9 | 1.0 | -0.8 | -3 | 0.5 | -1.5 | 2
